# Screening results as filed in PubChem BioAssay.
# TbREL1 primary = TbREL1 inhibition, primary screen; P86926; TbREL1 RNA ligation, FRET fluorescence; inhibition, % at 9.66 µM; 89,000 compounds, 0.49% hits;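 active means inhibition above the mean inhibition across all screened compounds plus 3 SD, cut at about 11% in these data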;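 further: 0% = plate median of test wells and 100% = NSC42067 control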
# Target sequence (P86926 whole entry, looked up): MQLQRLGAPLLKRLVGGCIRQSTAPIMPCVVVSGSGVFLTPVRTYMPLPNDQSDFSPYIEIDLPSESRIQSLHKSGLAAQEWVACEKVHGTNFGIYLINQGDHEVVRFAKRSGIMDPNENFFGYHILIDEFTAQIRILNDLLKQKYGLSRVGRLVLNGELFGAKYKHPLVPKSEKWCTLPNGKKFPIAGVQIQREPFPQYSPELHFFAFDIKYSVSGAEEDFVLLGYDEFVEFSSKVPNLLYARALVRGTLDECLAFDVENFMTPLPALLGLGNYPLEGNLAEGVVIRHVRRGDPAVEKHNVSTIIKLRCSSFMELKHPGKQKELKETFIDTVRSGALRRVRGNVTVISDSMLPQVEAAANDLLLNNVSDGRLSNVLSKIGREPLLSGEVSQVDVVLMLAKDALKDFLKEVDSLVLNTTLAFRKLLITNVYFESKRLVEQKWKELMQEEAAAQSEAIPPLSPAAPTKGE
# Numbers without * were called inactive.
SMILES,TbREL1 primary
COc1ccccc1CC(=O)NNC(=O)c1ccc(C(C)(C)C)cc1,2
CN1CCCCC(NC(=O)c2cccc(F)c2)C1=O (stereo not drawn),6
CCc1nn(CC(=O)NCCCN2CCc3ccccc3C2)c(=O)c2cc3sccc3n12,4
Cc1cccc(NCc2nnc(-c3ccccc3)o2)c1C,-1
C[C@H]1CN([C@@H](C)CO)C(=O)Cc2cc(NS(=O)(=O)c3cccs3)ccc2O[C@H]1CN(C)S(=O)(=O)c1cn(C)cn1,5
CC(c1ccccc1)C(OC(=O)c1cccc([N+](=O)[O-])c1C(=O)O)c1ccccc1 (stereo not drawn),-4
COc1ccc(Cl)cc1NC(=O)CN(C)Cc1ccc(OC)c(OC)c1,1
O=C(Nc1cccc(Cl)c1)c1nc[nH]c1C(=O)N1CCN(c2ccccc2)CC1,1
Cc1ccc(S(=O)(=O)NN=C2CCc3ccccc32)cc1,-2
O=S(=O)(Nc1ccccc1)c1ccc(NS(=O)(=O)c2c(F)cccc2F)cc1,-1
Cc1cc(C)c(C)c(OCC(=O)O/N=C(\N)c2ccccn2)c1,-1
CCOc1ccc(NS(=O)(=O)c2ccc(C(=O)NCC(c3ccco3)N3CCCC3)cc2)cc1 (stereo not drawn),-5
Cc1ccc(C2=N/C(=C/N3CCOCC3)C(=O)O2)cc1,-3
COc1ccccc1-c1c(C)oc2c(CN3CCOCC3)c(O)ccc2c1=O,-2
Nc1c(Cl)cc(C2=NCCn3nc4cc(C(F)(F)F)ccc4c32)cc1Cl,6
CCOc1ccc(S(=O)(=O)NCCC(=O)NCC(c2ccc(OC)cc2)N2CCOCC2)cc1 (stereo not drawn),-2
CC1CCN(Cc2ccc(NC(=O)C3CCN(c4nnc(-n5cccc5)s4)CC3)cc2)CC1,6
COc1cc(/C=N/NC(=O)c2cccnc2)ccc1OS(=O)(=O)c1ccc(F)cc1,3
COc1ccccc1N1CCN(C(=O)c2coc(=O)c(Br)c2)CC1,0
Nc1c(C(=O)Nc2cccc(C(=O)O)c2)sc2nc3c(cc12)CCCC3,-1
O=C(NC1CCCCC1)C1CCCN(S(=O)(=O)c2cnc[nH]2)C1 (stereo not drawn),1
O=C(CSc1nnc(-c2cccnc2)n1C1CCCCC1)NC1CCCCCC1,-2
COc1ccc(-c2nnn(CC(=O)N(CC(=O)NC3CCCC3)c3ccccc3)n2)cc1OC,1
C/C(=N\Nc1ccc(Cl)c(C(=O)O)c1)c1cccc([N+](=O)[O-])c1,2
CCN(C(=O)CSc1nnc(C)c(=O)[nH]1)c1cccc2ccccc12,2
CN(C)S(=O)(=O)c1ccc(C(=O)OCC(=O)c2ccc3c(c2)NC(=O)CO3)cc1,1
Cn1c(C(=O)NCCCN2CCCC2=O)cc2c(=O)n(C)c3ccccc3c21,2
Cn1c(-c2ccc3c(c2)OCO3)cnc1N,2
COC(=O)CC1C(=O)NCCN1C(=S)NC(=O)c1sc2ccccc2c1Cl (stereo not drawn),-5
COc1cccc(N2CCN(C(=O)c3cc(C)oc3C)CC2)c1,3
CC(C)OCCCNC(=O)c1ccc(N(C)S(C)(=O)=O)cc1,1
N[C@H]1CC[C@@H]2SC[C@@H](C(=O)O)N2C1=O,5
Cc1ccc(C)c(NC(=O)COc2cccc3c2CCN(Cc2ccccc2C)C3=O)c1,0
Cc1cc(NC(=O)C2CC(=O)N(c3cccc(Cl)c3)C2)no1 (stereo not drawn),-1
O=C(COC(=O)/C=C/c1ccc(OC(F)F)cc1)Nc1cccc(S(=O)(=O)N2CCCC2)c1,3
COc1ccccc1NC(=O)CN1CCN(S(=O)(=O)c2ccc(Br)cc2)CC1,-1
Cc1ccc(S(=O)(=O)N2C[C@H]3C(=O)C[C@@H](c4ccccc4)N(S(=O)(=O)c4ccccc4[N+](=O)[O-])[C@H]3C[C@H]2c2ccccc2)cc1,3
Cc1ccc2c(c1)-n1c(nc3cc(Cl)ccc3c1=O)C(CC(C)C)NC2=O (stereo not drawn),3
CCOC(=O)N1CCN(S(=O)(=O)c2ccc(F)c(C(=O)Nc3cccc(Cl)c3C)c2)CC1,-1
CCOc1ccccc1NC(=O)C(NCC1CCCCC1)c1ccccc1 (stereo not drawn),1
COc1ccc(NC(=O)CSCC(=O)N2CCN(C(=O)c3ccco3)CC2)cc1,-1
O=c1[nH]c(SCc2ccccc2)nnc1-c1ccccc1,0
O=C(Nc1ccccn1)c1ccc2c(=O)n3c(nc2c1)CCCCC3,0
CC1CN(S(=O)(=O)c2ccc(C(=O)OCc3ccc(C#N)cc3)cc2)CC(C)O1 (stereo not drawn),2
COc1ccc(C2C3=C(CC(C)(C)CC3=O)Oc3ncn(Cc4ccco4)c(=N)c32)cc1 (stereo not drawn),0

# Fetched one by one from the list above (two):
SMILES,TbREL1 primary
Cc1cc(NC(=O)C2CC(=O)N(c3cccc(Cl)c3)C2)no1 (stereo not drawn),-1
Cc1ccc(S(=O)(=O)N2C[C@H]3C(=O)C[C@@H](c4ccccc4)N(S(=O)(=O)c4ccccc4[N+](=O)[O-])[C@H]3C[C@H]2c2ccccc2)cc1,3

# Some of the entries so far, with the structure last.
TbREL1 primary	SMILES
-1	Cc1cc(NC(=O)C2CC(=O)N(c3cccc(Cl)c3)C2)no1 (stereo not drawn)
3	O=C(COC(=O)/C=C/c1ccc(OC(F)F)cc1)Nc1cccc(S(=O)(=O)N2CCCC2)c1
-1	COc1ccccc1NC(=O)CN1CCN(S(=O)(=O)c2ccc(Br)cc2)CC1
3	Cc1ccc(S(=O)(=O)N2C[C@H]3C(=O)C[C@@H](c4ccccc4)N(S(=O)(=O)c4ccccc4[N+](=O)[O-])[C@H]3C[C@H]2c2ccccc2)cc1
3	Cc1ccc2c(c1)-n1c(nc3cc(Cl)ccc3c1=O)C(CC(C)C)NC2=O (stereo not drawn)

# Some of these compounds in order of their number in TbREL1 primary, lowest first:
SMILES	TbREL1 primary
COc1ccc(C2C3=C(CC(C)(C)CC3=O)Oc3ncn(Cc4ccco4)c(=N)c32)cc1 (stereo not drawn)	0
CC(C)OCCCNC(=O)c1ccc(N(C)S(C)(=O)=O)cc1	1
Cc1ccc2c(c1)-n1c(nc3cc(Cl)ccc3c1=O)C(CC(C)C)NC2=O (stereo not drawn)	3

# Further records
SMILES,TbREL1 primary
CC(Sc1nnc(C2CC2)n1C1CC1)C(=O)N(C)Cc1cccc(F)c1 (stereo not drawn),-1
C[C@H]1CN(C(=O)OC(C)(C)C)CCN1c1ccc(Br)c(C#N)c1,-1
CCC1(CC)C(=O)C2=C3C1[C@H](C(=O)OC)C=C(C(=O)OC)C[C@H]3[C@H]1C(=O)NC(=O)[C@H]1[C@H]2C (stereo partly drawn),0
COc1ccc(N(C)S(=O)(=O)c2cccc(C(=O)NC3CCCCCC3)c2)cc1,4
COc1ccc(CNC(=O)CSc2nnc(C(F)(F)F)n2C)cc1,-1
NC(=O)Nc1ccc(C(=O)OCC(=O)N2CCc3ccccc3C2)cc1,6
[O-][n+]1c2c(nn1-c1ccccc1Cl)-c1nonc1CC2,-3
COc1cccc(C2CC(c3ccc(C)cc3)n3ncnc3N2)c1 (stereo not drawn),-3
CCC(C)c1ccccc1OCCn1ccnc1 (stereo not drawn),2
CC(C)NC(=O)CSc1ccccc1C(=O)N1CCN(S(=O)(=O)Cc2ccccc2)CC1,2
CC1(c2nnnn2Cc2ccccc2)CCSCC(=O)N1Cc1cccs1 (stereo not drawn),3
Cc1noc(C)c1NC(=O)N(C)C[C@H]1Oc2ccc(NC(=O)C3CCCCC3)cc2C(=O)N([C@H](C)CO)C[C@@H]1C,-5
Cc1csc(CNc2ncnc3ccc(-c4ccccc4Cl)cc23)c1,5
CCCCN(C(=O)C(CCSC)N1C(=O)c2ccccc2C1=O)c1c(N)n(CCC)c(=O)[nH]c1=O (stereo not drawn),0
COc1cc(OC)cc(-c2cc(N3C(=O)Nc4ccccc4N3O)n[nH]2)c1,2

# Reformatted with bars between the fields: 2 of the compounds above.
compound | TbREL1 primary
[O-][n+]1c2c(nn1-c1ccccc1Cl)-c1nonc1CC2 | -3
CCCCN(C(=O)C(CCSC)N1C(=O)c2ccccc2C1=O)c1c(N)n(CCC)c(=O)[nH]c1=O (stereo not drawn) | 0

# Next entries
SMILES,TbREL1 primary
CCc1ccc(C(=O)NNC(=O)C2CCN(c3ncnc4sc(C)c(C)c34)CC2)cc1,-2
Cc1ccc(CNC(=O)c2cc3c(=O)n4ccccc4nc3n(Cc3ccco3)c2=N)cc1,6
CC(Oc1ccc(F)cc1)C(=O)N(CCC1=CCCCC1)c1c(N)n(Cc2ccccc2)c(=O)[nH]c1=O (stereo not drawn),-3
CCN(CC)S(=O)(=O)c1ccc(N2CCN(C)CC2)c(NC(=O)CN2C(=O)NC3(CCCCC3)C2=O)c1,0
O=C(CCNS(=O)(=O)c1ccccc1C(F)(F)F)NCCCc1ccccc1,5
COc1ccc(-c2ccnc3nc(-n4cccc4)nn23)cc1,-1
CC(C)C[C@@H](CN1CCC[C@H]1CN1C(=O)C(=O)NC[C@@H]1Cc1ccc(O)cc1)N1C[C@H](Cc2ccccc2)N(CCc2ccccc2)C(=O)C1=O,-1
COc1ccc(-c2cn3cc(Br)cnc3n2)cc1,3
O=C(CNC(=O)c1ccco1)OCC(=O)c1ccc([N+](=O)[O-])cc1,7
O=S(=O)(CCc1nnc(-c2ccccc2)o1)c1ccc2ccccc2c1,5
O=C(CSc1nnc(COc2ccccc2)o1)Nc1ccc(F)cc1,-2
O=C(COc1ccc(Cl)cc1)Nc1nc(-c2ccc(S(=O)(=O)N3CCOCC3)cc2)cs1,3
CCCCn1c(N)c(N(CCOC)C(=O)COC(=O)CCOc2ccc(C)cc2)c(=O)[nH]c1=O,-3
CNc1nnc(SCC(=O)c2c(N)n(C3CC3)c(=O)[nH]c2=O)s1,4
CC(CNC(=O)CCn1ccc2cc(S(=O)(=O)N3CCCC3)ccc21)c1ccccc1 (stereo not drawn),-1
O=[N+]([O-])c1ccccc1/C=N/OCc1ccccc1,7
O=c1c2ccccc2c(-c2ccc(Cl)cc2)nn1-c1ccccc1,0
COCCN1CCN(C(=O)c2ccc3c(c2)S(=O)(=O)c2ccccc2C3=O)CC1,5
Cc1cc(C(=O)Nc2c(C)n(C)n(-c3ccccc3)c2=O)c(C)o1,2
CCO[C@H]1OC(C(=O)N2CCN(Cc3ccc4c(c3)OCO4)CC2)=C[C@@H](C2CC2)[C@@H]1CCCO,-3
CN(C(=O)COc1coc(CN2CCN(c3ccccc3)CC2)cc1=O)c1ccccc1,-4
O=[N+]([O-])c1ccc(C2=NN(CCO)C(=Nc3ccc(OC(F)(F)F)cc3)SC2)cc1,6
C[C@H]1COc2cc(N3CCC[C@H]3CO)ccc2S(=O)(=O)N1,2
CN(CC(=O)Nc1cccc(F)c1)C(=O)c1ccccc1CCc1ccccc1,2
CCC(CC)C(=O)c1c[nH]c(C(=O)NCCOC)c1,1
Cc1nc2ccc(NC(=O)c3ccc(Cl)nc3)cc2s1,1
CN(C(=O)c1c(Br)cnn1C)C12CC3CC(CC(C3)C1)C2,-3
COc1ccc(/C=C(\C#N)C(=O)ONC2=NCCCCC2)cc1,-4
C(=NCCCN1CCOCC1)c1ccc2c(c1)OCO2,-3
O=C(CCSc1ccccc1)NC(=O)COC(=O)C1CCCCC1,1
CCn1c(=O)c2c3c(sc2n2c(SCc4ccc(F)cc4)nnc12)CCCC3,4
O=c1c2c(nc3cc(-c4ccc(Br)cc4)[nH]n13)CCCC2,2
CCN(CC(=O)NCc1cccs1)C(=O)/C=C/c1ccc(Cl)c(Cl)c1,-1
Cc1cc(C(=O)CSc2n[nH]c(N)n2)c(C)n1-c1ccccc1,4
C=C(C)Cn1c(NCCOC)nc2c1c(=O)[nH]c(=O)n2C,3
COc1ccc(C2(C(=O)Nc3nncs3)CCCC2)cc1,-1
COc1ccc(NC(=O)COC(=O)C2C3CC4OC(=O)C2C4C3)cc1 (stereo not drawn),-2
COc1ccccc1CC(=O)c1ccc(OCc2ccccc2)cc1,4
CCC(C)Nc1nc2c(c(=O)[nH]c(=O)n2C)n1CCOc1ccccc1 (stereo not drawn),0
COc1ccc(-c2noc(CN(C)Cc3ccccc3)n2)cc1,-2
CCC(=O)c1c(CC)c2n3c1=CC[C@H]3CC(Br)C=2 (stereo partly drawn),3
C(/C=C/c1ccccc1)=N/N1CCN(c2ccccc2)CC1,-1
N=C1C(c2nc3ccccc3s2)=C(O)CN1Cc1ccco1,0
c1ccn2c(CNc3ncnc4sccc34)nnc2c1,1
O=C(NC1CCCCC1)c1cc([N+](=O)[O-])ccc1N1CCOCC1,8
CCN(CC)C(=O)CN1C(=O)C(=O)c2ccccc21,3
CCN(CC)C(=O)CSc1nnc(-c2ccccn2)n1C,1
COc1ccc(CNC(=O)CN(CC2CCCO2)C(=O)CNS(=O)(=O)c2ccc(C)cc2)cc1 (stereo not drawn),-2
CCCCN(CC)CCNC(=O)c1cc2c(=O)n(C)c3ccccc3c2n1C,0
O=C(Nc1cccc(-c2csc(Nc3ccccc3)n2)c1)c1ccccc1,3
COc1ccc(C(=O)NCC(=O)OCC(=O)Nc2sccc2C#N)cc1OC,5
Cc1ccccc1NC(=S)Nc1ccc2[nH]c(=O)[nH]c2c1,-4
CCOC(=O)c1cccc(NC(=O)CN(C)S(=O)(=O)c2ccc(Cl)s2)c1,3
CCCc1[nH]nc2c1C(c1ccc(O)cc1OCC)C(C#N)=C(N)O2 (stereo not drawn),-4
COc1ccc(-c2noc(C3CCCN(C(=O)Nc4cc(C)cc(C)c4)C3)n2)cc1 (stereo not drawn),5
O=C(Nc1ccon1)c1ccc(OC2CCCC2)cc1,0
O=C(CSc1nc2c(sc3ccccc32)c(=O)n1-c1ccccc1)NCc1ccco1,-2
Cc1ccc(CSc2nc3c(c(=O)[nH]2)CCC3)cc1,2
O=C(NCCCN1CCOCC1)c1ccc(CSCc2cccc(Cl)c2)o1,7
C#CCCOC(=O)N1C2=NC(C(=O)OC)=C(C(=O)OC)[C@@H]3N(C)c4ccc(OC)cc4[C@]23C[C@H]1C(=O)OC,-3

# This is a subset (hit frequency here may not be typical).
